SUMO Mot1 rescue: SUMOylation pathway inhibition by Mot1-301 growth rescue | growth rescue, % at 18.8 µM | S. cerevisiae Mot1-301 growth rescue, ATP luminescence, 38.5C; percent above DMSO median, 100 means doubled | 320,000 compounds, 1% hits;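 active = every valid replicate shows activation above 250% relative to neutral control wells; inactive = the rest, any valid replicate at or below 250%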;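 note: OY570 slx delta 5 strain wells were the positive control but not used for scaling; some compounds called inactive have numbers as strong as hits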
OPRM1-OPRD1 inv: inverse agonists of human mu-delta opioid receptor heterodimerization; P35372+P41143; cell-based MOR-DOR heterodimer luminescence, inverse agonism; inhibition, % at 9.3 µM; 340,000 compounds, 0.21% hits; AID 504357; in the data active = inhibition above about 22%, passing the limit was not always enough;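 note: 0% = cells with DMSO and 100% = wells without cells with DMSO; values of inactives mirror those of a sister screen read the other way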
AddAB inh: less growth of phage-infected E. coli with AddAB. E. coli expressing H. pylori AddAB, absorbance growth. inhibition, % at 11.9 µM. 330,000 compounds, 0.29% hits. AID 435030; in the data active = inhibition above about 12%;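 note: 0% = vehicle wells of infected cells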
phage Ecoli inh: E. coli growth loss with phage present. growth absorbance. inhibition, % at 11.9 µM. 360,000 compounds, 0.26% hits; in the data active = inhibition above about 11%
PfHsp90 yeast 2: inhibits growth of yeast expressing Plasmodium falciparum Hsp90. inhibition, % at 9.4 µM. 310,000 compounds, 0.32% hits. S. cerevisiae expressing PfHsp90, BacTiter-Glo ATP, 48 h; yeast lacking PDR1 and PDR3 efflux regulators;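 active = every replicate shows inhibition above about 80%, whatever the replicate mean, limit read from the data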;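 note: 0% = DMSO neutral controls and 100% = 20 µM radicicol positive controls; yeast relying on Plasmodium falciparum Hsp90 in place of its own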
Arrestin-AP2 inh: inhibitors of human beta-arrestin and AP2 interaction; FITC-arrestin peptide / GST-AP2 beads, flow cytometry; AP2 beta2 appendage carries R879A mutation; inhibition, % at 10 µM; 340,000 compounds, 0.31% hits;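 active = inhibition above a set limit, near 3 SD of compounds lacking own fluorescence, cut at about 54% in these data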;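 note: plate controls were DMSO wells for no effect and 5 µM unlabelled arrestin peptide for full effect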
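Assay system: GST-AP2 R879A bound to glutathione beads, E. coli-expressed; Medium: PBS with 0.05% Tween 20 and 0.1% BSA; Also added: fluorescein-tagged arrestin peptide at 50 nM final; Timing: 12 min plus 1 h, RT; Measured by: flow cytometry, FL1 (488/535 nm); Evaluation: percent drop in bead-associated FITC signal.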
MOR-DOR ag: OPRM1-OPRD1 heterodimerization agonism; P35372+P41143; cells, luminescence; activation, % at 9.3 µM; 340,000 compounds, 0.3% hits; in the data active = activation above about 18%;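 note: 0% = vehicle-treated cells and 100% = reference agonist; values of inactives mirror those of a sister screen read the other way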
Tat transport: E. coli Tat transport inhibition; E. coli MC4100 TorA-mCherry Tat export, fluorescence; inhibition, % at 10 µM; 340,000 compounds, 0.036% hits; AID 488895;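 active = mean replicate inhibition at least 50% and at least half of replicates individually reaching 50%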;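 note: exported cargo escapes ClpAP degradation while cytoplasmic cargo is degraded and loses fluorescence; 0% = median of neutral control wells and 100% = median of NaSCN control wells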
DSG3 Ab inh: inhibitors of pemphigus antibody binding to human desmoglein-3; AID 588358; DSG3-coupled beads, scFv-anti-DSG3-GFP binding, flow cytometry; stronger effect = lower value; 310,000 compounds, 0.48% hits; binding (percent of control), % at 10 µM;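 active = binding more than 3 SD below its plate's average and above zero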; note: some compounds called inactive have numbers as strong as hits
Target sequence (P32926 whole entry, looked up): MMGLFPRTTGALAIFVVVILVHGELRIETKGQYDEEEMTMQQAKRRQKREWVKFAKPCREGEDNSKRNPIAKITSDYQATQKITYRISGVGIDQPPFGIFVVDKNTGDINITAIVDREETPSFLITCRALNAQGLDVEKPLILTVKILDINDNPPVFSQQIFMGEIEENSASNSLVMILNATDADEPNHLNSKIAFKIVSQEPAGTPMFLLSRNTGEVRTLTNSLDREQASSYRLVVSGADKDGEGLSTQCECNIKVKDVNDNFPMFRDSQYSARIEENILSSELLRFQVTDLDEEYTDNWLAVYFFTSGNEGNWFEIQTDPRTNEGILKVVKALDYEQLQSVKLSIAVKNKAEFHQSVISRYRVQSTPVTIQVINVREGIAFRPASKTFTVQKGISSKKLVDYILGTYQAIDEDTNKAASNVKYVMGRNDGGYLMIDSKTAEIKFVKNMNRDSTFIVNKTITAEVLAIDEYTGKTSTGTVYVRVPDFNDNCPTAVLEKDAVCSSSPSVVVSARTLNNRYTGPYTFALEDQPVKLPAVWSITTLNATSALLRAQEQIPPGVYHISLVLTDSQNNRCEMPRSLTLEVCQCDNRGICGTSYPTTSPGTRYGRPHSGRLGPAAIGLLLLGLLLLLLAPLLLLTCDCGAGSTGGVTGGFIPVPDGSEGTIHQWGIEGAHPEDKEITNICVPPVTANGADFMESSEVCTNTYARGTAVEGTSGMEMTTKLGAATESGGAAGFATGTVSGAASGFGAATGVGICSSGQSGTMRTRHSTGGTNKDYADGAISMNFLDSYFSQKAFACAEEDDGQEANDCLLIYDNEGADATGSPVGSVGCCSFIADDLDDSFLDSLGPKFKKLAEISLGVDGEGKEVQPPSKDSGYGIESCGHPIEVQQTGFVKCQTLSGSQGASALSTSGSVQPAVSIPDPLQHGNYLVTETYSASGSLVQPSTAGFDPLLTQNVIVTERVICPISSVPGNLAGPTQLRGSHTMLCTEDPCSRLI
Ecoli viability: counter-screen for AddAB inhibitors: E. coli growth inhibition; E. coli V3065 growth, OD600 absorbance, 18 h; inhibition, % at 11.9 µM; 330,000 compounds, 0.27% hits;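 active = inhibition above the campaign's mean inhibition across all tested compounds plus 3 SD, cut at about 9.9% in these data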;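 note: uninfected addAB+ strain grown without phage in ampicillin broth; 0% = DMSO wells and 100% = ciprofloxacin 0.95 µg/ml wells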
PKA-R1A act: activates the PKA-R1A holoenzyme complex; activation, % at 11.4 µM; PKA-R1A dissociation, Cy5-IP20 fluorescence polarization; scaled: DMSO 0%, 113 µM cGMP 100%; 340,000 compounds, 0.083% hits;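 active = percent activation above the mean of all tested compounds plus 3 SD, cut at about 19% in these data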;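 note: higher means more PKAc released from R1A so a rise in polarization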
* marks the source's active call; other numbers are inactive results; · = no result given. No enrichment for hits; about 2.8% have a hit in one of these screens.

Codes – A = SUMO Mot1 rescue; B = OPRM1-OPRD1 inv; C = AddAB inh; D = phage Ecoli inh; E = PfHsp90 yeast 2; F = Arrestin-AP2 inh; G = MOR-DOR ag; H = Tat transport; I = DSG3 Ab inh; J = Ecoli viability; K = PKA-R1A act
CCN1CCCC1CN(Cc1cc2ccc(C)cc2[nH]c1=O)C(=S)Nc1ccccc1OC (stereo not drawn)
  A: 80.9	B: -4.5	C: 2.7	D: 1.5	E: -8.2	F: 3.2	G: 0.8	H: -0.8	I: 102.0	J: -1.0	K: 7.0
CC(=O)Nc1ccc(/C=C2\Sc3ccccc3C2=O)cc1
  A: -3.9	B: -11.4	C: -1.2	D: -0.1	E: -12.3	F: -15.2	G: 2.3	H: 12.8	I: ·	J: -1.3	K: -5.2
O=C(O)c1ccc(O)cc1O
  A: -2.6	B: 23.3	C: 0.5	D: -2.0	E: -4.3	F: 15.7	G: -4.4	H: -7.3	I: 101.3	J: -2.5	K: -4.0
CC1CCCCN1C(=S)NCc1ccco1 (stereo not drawn)
  A: 7.5	B: 16.4	C: -0.6	D: 2.5	E: ·	F: -24.5	G: -3.5	H: -8.8	I: 99.7	J: -1.9	K: -7.0
CC(=O)NC12CC3CC(C1)CC(C(=O)N1CCN(S(=O)(=O)c4ccc(Cl)s4)CC1)(C3)C2
  A: -1.4	B: 6.2	C: 1.6	D: 1.5	E: -11.8	F: 5.7	G: -1.2	H: 22.6	I: 105.3	J: 2.0	K: -11.1
CCCCCCCCNC(=O)/C(C#N)=C/c1ccccc1[N+](=O)[O-]
  A: 27.5	B: -17.5	C: 1.2	D: 1.6	E: 110.4*	F: 30.1	G: 3.9	H: 14.5	I: 94.4	J: -3.1	K: -9.5
O=C(COC(=O)c1cccc(Br)c1)NCc1ccco1
  A: 15.1	B: 20.2	C: -2.9	D: 2.0	E: -8.5	F: 2.1	G: -4.2	H: -8.3	I: ·	J: -2.0	K: -4.5
CCOC(=O)Cc1csc(SCC(=O)N(CC(C)C)c2c(N)n(Cc3ccccc3)c(=O)[nH]c2=O)n1
  A: -3.5	B: -2.5	C: 3.6	D: 6.3	E: -6.2	F: 2.7	G: 0.4	H: -6.6	I: 94.2	J: -0.9	K: 8.5
Cc1nc2ccccc2c(=O)n1NC(=O)c1ccccc1
  A: -4.4	B: -2.0	C: -1.0	D: 1.9	E: -18.8	F: -15.5	G: 0.4	H: -2.1	I: 109.9	J: 0.4	K: -2.9
CCc1cc(=O)oc2cc(C)cc(OC(C)C(=O)NC(Cc3c[nH]c4ccc(O)cc34)C(=O)O)c12 (stereo not drawn)
  A: 15.4	B: 3.6	C: 2.7	D: 1.6	E: 26.0	F: 6.8	G: -0.7	H: -1.6	I: ·	J: 0.7	K: 7.1

A section taken from the entries so far, for reference:
Codes – A = SUMO Mot1 rescue; B = OPRM1-OPRD1 inv; C = AddAB inh; D = phage Ecoli inh; E = PfHsp90 yeast 2; F = Arrestin-AP2 inh; G = MOR-DOR ag; H = Tat transport; I = DSG3 Ab inh; J = Ecoli viability; K = PKA-R1A act
CC(=O)Nc1ccc(/C=C2\Sc3ccccc3C2=O)cc1
  A: -3.9	B: -11.4	C: -1.2	D: -0.1	E: -12.3	F: -15.2	G: 2.3	H: 12.8	I: ·	J: -1.3	K: -5.2
O=C(O)c1ccc(O)cc1O
  A: -2.6	B: 23.3	C: 0.5	D: -2.0	E: -4.3	F: 15.7	G: -4.4	H: -7.3	I: 101.3	J: -2.5	K: -4.0
CC1CCCCN1C(=S)NCc1ccco1 (stereo not drawn)
  A: 7.5	B: 16.4	C: -0.6	D: 2.5	E: ·	F: -24.5	G: -3.5	H: -8.8	I: 99.7	J: -1.9	K: -7.0
CC(=O)NC12CC3CC(C1)CC(C(=O)N1CCN(S(=O)(=O)c4ccc(Cl)s4)CC1)(C3)C2
  A: -1.4	B: 6.2	C: 1.6	D: 1.5	E: -11.8	F: 5.7	G: -1.2	H: 22.6	I: 105.3	J: 2.0	K: -11.1
CCCCCCCCNC(=O)/C(C#N)=C/c1ccccc1[N+](=O)[O-]
  A: 27.5	B: -17.5	C: 1.2	D: 1.6	E: 110.4*	F: 30.1	G: 3.9	H: 14.5	I: 94.4	J: -3.1	K: -9.5
O=C(COC(=O)c1cccc(Br)c1)NCc1ccco1
  A: 15.1	B: 20.2	C: -2.9	D: 2.0	E: -8.5	F: 2.1	G: -4.2	H: -8.3	I: ·	J: -2.0	K: -4.5
CCOC(=O)Cc1csc(SCC(=O)N(CC(C)C)c2c(N)n(Cc3ccccc3)c(=O)[nH]c2=O)n1
  A: -3.5	B: -2.5	C: 3.6	D: 6.3	E: -6.2	F: 2.7	G: 0.4	H: -6.6	I: 94.2	J: -0.9	K: 8.5
Cc1nc2ccccc2c(=O)n1NC(=O)c1ccccc1
  A: -4.4	B: -2.0	C: -1.0	D: 1.9	E: -18.8	F: -15.5	G: 0.4	H: -2.1	I: 109.9	J: 0.4	K: -2.9

Continued:
Codes – A = SUMO Mot1 rescue; B = OPRM1-OPRD1 inv; C = AddAB inh; D = phage Ecoli inh; E = PfHsp90 yeast 2; F = Arrestin-AP2 inh; G = MOR-DOR ag; H = Tat transport; I = DSG3 Ab inh; J = Ecoli viability; K = PKA-R1A act
Cc1ccc(C)c(OCC(=O)NCCNC(=O)COc2cc(C)ccc2C)c1
  A: 1.1	B: 13.3	C: 3.2	D: 1.6	E: -19.9	F: 0.1	G: -2.6	H: 3.8	I: ·	J: 1.7	K: 4.8
CC(=O)c1cccc(NC(=S)NC(=O)c2ccccc2)c1
  A: 9.5	B: 2.1	C: 2.6	D: 3.8	E: 18.6	F: 8.6	G: -0.4	H: 2.2	I: 94.0	J: 1.0	K: 6.9
NC(=O)CSc1oc(-c2ccc(F)cc2)nc1S(=O)(=O)c1ccccc1
  A: -18.9	B: 9.9	C: -1.6	D: 1.8	E: 1.3	F: 33.1	G: -1.6	H: -5.8	I: ·	J: 1.6	K: -8.4
O=C1OCc2cccc([N+](=O)[O-])c21
  A: 249.7	B: -0.9	C: 0.9	D: 2.5	E: 8.6	F: -4.5	G: 0.1	H: 4.2	I: 99.1	J: 1.5	K: -4.6
COC(=O)c1sccc1S(=O)(=O)Nc1ccc(C)cc1
  A: -7.9	B: 2.3	C: 1.3	D: -3.2	E: 2.0	F: -25.1	G: -0.4	H: 1.7	I: 116.7	J: -0.6	K: 1.3
OCCOCCNc1ncnc2sc(-c3ccccc3)cc12
  A: 11.6	B: 6.5	C: -0.5	D: 3.2	E: 3.7	F: -0.6	G: -1.1	H: 7.7	I: 104.1	J: 1.2	K: -2.0
C[C@@H]1CN([C@H](C)CO)C(=O)c2cc(NC(=O)Cc3cn(C)c4ccccc34)ccc2O[C@H]1CN(C)C(=O)Nc1ccc2c(c1)OCO2
  A: -19.1	B: 7.8	C: 2.0	D: 0.2	E: -8.9	F: 24.6	G: -1.3	H: -1.9	I: 99.5	J: -1.1	K: -2.0
COc1ccc(N2C(=O)C3C(c4ccc(C(=O)O)cc4)NC(Cc4ccccc4)(C(=O)O)C3C2=O)c([N+](=O)[O-])c1 (stereo not drawn)
  A: 2.0	B: 18.1	C: -1.4	D: 3.7	E: -17.9	F: -7.7	G: -3.5	H: -2.9	I: 95.8	J: -0.4	K: -10.0
CSc1nsc(/C=C/Nc2cccc(Cl)c2)c1C#N
  A: -4.9	B: -3.6	C: 0.9	D: 1.8	E: 10.2	F: 34.2	G: 0.7	H: -0.3	I: 102.5	J: 0.2	K: -9.3
CCOC(=O)N1CCN(S(=O)(=O)c2cc(C)c(C)cc2C)CC1
  A: 679.2	B: 6.3	C: 0.2	D: 1.6	E: 11.4	F: 4.1	G: -1.1	H: 12.3	I: 89.0	J: -0.6	K: 3.3

Assay outcomes deposited in PubChem by several laboratories.
